Source: PubChem BioAssay (several laboratories)
Arrestin-AP2 inh – inhibitors of beta-arrestin/AP2 binding, primary screen, biochemical, GPCR trafficking, flow cytometry; FITC-arrestin peptide / GST-AP2 beads; AP2 beta2 appendage carries R879A mutation; inhibition, % at 10 µM; 340,000 compounds, 0.31% hits;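 active = inhibition above a set limit, near 3 SD of compounds lacking own fluorescence, cut at about 54% in these data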;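 note: plate controls were DMSO wells for no effect and 5 µM unlabelled arrestin peptide for full effect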
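System: GST-AP2 R879A glutathione beads. Medium: PBS with 0.05% Tween 20 and 0.1% BSA. Also added: FITC-arrestin peptide, 50 nM. Incubation: 12 min plus 1 h, RT. Measured by: high-throughput flow cytometry of beads, ex 488, em 535 nm. Evaluation: percent drop in bead-associated FITC signal.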
HTR5A ag – HTR5A agonists in luminescence cell assay, primary screen, counter-screen for OPRM1-OPRD1 heterodimer agonist project, full-deck HTS | 5-hydroxytryptamine receptor 5A (Homo sapiens), P47898 | cell-based | activation, % at 9.3 µM | 340,000 compounds, 0.61% hits | AID 504692, 2011; in the data active = activation mostly above about 9.5%, no sharp cut-off; inactive = mostly below about 7.6%;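 note: 0% = cells with vehicle only and 100% = reference agonist; strong numbers were not always called active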
Target sequence (P47898 whole entry, looked up): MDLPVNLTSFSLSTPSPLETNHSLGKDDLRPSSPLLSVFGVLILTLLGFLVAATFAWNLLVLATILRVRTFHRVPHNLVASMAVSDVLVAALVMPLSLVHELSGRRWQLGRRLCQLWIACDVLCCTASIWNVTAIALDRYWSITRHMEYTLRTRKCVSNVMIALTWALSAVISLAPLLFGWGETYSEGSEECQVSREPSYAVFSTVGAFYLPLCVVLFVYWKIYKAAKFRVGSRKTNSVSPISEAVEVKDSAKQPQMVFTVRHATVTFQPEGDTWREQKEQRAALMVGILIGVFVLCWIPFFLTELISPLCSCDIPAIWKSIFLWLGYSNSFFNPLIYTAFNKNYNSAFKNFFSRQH
HTR5A inv ag – HTR5A inverse agonists in luminescence cell assay, primary screen, counter-screen for OPRM1-OPRD1 heterodimer inverse agonist project, full-deck HTS; 5-hydroxytryptamine receptor 5A (Homo sapiens), P47898; HTR5A cell line, inverse agonism; inhibition, % at 9.3 µM; 340,000 compounds, 0.083% hits; in the data active = inhibition mostly above about 23%, no sharp cut-off; inactive = mostly below about 18%;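 note: 0% = cells with DMSO and 100% = no-cell wells with DMSO; some compounds called inactive have numbers as strong as hits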
PKA-R1A activ – activators of PKA-R1A holoenzyme, primary screen, biochemical, fluorescence polarization, Cy5-IP20, bovine R1A, mouse PKAc; PKA-R1A dissociation; scaled: DMSO 0%, 113 µM cGMP 100%; activation, % at 11.4 µM; AID 504707, 2011; cAMP-dependent protein kinase type I-alpha regulatory subunit (Bos taurus) + …; 340,000 compounds, 0.083% hits;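 active = percent activation above the mean of all tested compounds plus 3 SD, cut at about 19% in these data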;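 note: higher means more PKAc released from R1A so a rise in polarization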
OPRM1-OPRD1 inv – inverse agonists of MOR-DOR heterodimerization, primary screen, cell-based, luminescence. 340,000 compounds, 0.21% hits. Mu-type opioid receptor (Homo sapiens) + Delta-type opioid receptor (Homo sapiens), …. cell-based MOR-DOR heterodimer luminescence, inverse agonism. inhibition, % at 9.3 µM; in the data active = inhibition above about 22%, passing the limit was not always enough;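 note: 0% = cells with DMSO and 100% = wells without cells with DMSO; values of inactives mirror those of a sister screen read the other way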
Pemphigus Ab inh – inhibitors of pemphigus antibody binding to DSG3, primary screen, biochemical, bead-based, flow cytometry, scFv-GFP | binding (percent of control), % at 10 µM | 310,000 compounds, 0.48% hits | DSG3-coupled beads, scFv-anti-DSG3-GFP binding; stronger effect = lower value | Desmoglein-3 (Homo sapiens), P32926;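 active = binding more than 3 SD below its plate's average and above zero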; note: some compounds called inactive have numbers as strong as hits
DAGLB inh – DAGLB lipase inhibitors, primary screen, biochemical, fluorescence, HTS | Diacylglycerol lipase-beta (Homo sapiens), Q8NCG7 | HEK293T DAGLB membrane lysate, EnzChek fluorogenic substrate | inhibition, % at 5.17 µM | 340,000 compounds, 0.059% hits; in the data active = inhibition above about 34%;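 note: 0% = enzyme with vehicle and 100% = wells lacking enzyme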
Target sequence (Q8NCG7 whole entry, looked up): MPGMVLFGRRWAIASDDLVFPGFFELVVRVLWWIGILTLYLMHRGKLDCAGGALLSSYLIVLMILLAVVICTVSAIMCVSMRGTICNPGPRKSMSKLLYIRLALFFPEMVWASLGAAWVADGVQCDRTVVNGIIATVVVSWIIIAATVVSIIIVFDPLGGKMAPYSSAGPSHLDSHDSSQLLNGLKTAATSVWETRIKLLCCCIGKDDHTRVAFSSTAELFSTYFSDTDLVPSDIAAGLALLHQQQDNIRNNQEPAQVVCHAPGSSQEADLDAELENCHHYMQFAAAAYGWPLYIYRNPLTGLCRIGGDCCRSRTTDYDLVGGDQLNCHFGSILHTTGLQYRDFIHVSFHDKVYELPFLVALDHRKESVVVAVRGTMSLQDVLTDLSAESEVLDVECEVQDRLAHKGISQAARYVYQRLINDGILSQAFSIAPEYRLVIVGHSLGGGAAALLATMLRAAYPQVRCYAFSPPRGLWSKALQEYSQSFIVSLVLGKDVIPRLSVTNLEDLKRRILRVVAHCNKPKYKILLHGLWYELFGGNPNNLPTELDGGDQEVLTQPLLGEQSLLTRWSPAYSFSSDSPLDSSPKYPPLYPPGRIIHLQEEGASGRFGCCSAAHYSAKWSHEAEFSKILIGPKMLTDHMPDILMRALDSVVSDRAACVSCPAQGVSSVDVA
V-ATPase pHluor – regulators of yeast V-ATPase proton pumping, primary screen, pHLuorin cytosolic pH fluorescence; 350,000 compounds, 0.37% hits; response, % at 10 µM; AID 504577, 2011; S. cerevisiae; in the data active = response mostly above about 7.3%, no sharp cut-off; inactive = mostly below about 5.4%; note: actives read high; inactives centre near 0; some compounds called inactive have numbers as strong as hits; reference of the scale not given here
MOR-DOR ag – agonists of OPRM1-OPRD1 heterodimerization, primary screen, cell-based, luminescence; Mu-type opioid receptor (Homo sapiens) + Delta-type opioid receptor (Homo sapiens), …; cells; activation, % at 9.3 µM; 340,000 compounds, 0.3% hits; in the data active = activation above about 18%;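 note: 0% = vehicle-treated cells and 100% = reference agonist; values of inactives mirror those of a sister screen read the other way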
PKA-R2B activ – activators of PKA-R2B holoenzyme, primary screen, biochemical, fluorescence polarization, Cy5-IP20, human. cAMP-dependent protein kinase catalytic subunit beta (Homo sapiens) + cAMP-dependent …. PKA-R2B holoenzyme dissociation; R2B truncated from residue 108, S112A mutant; 0% DMSO only, 100% 113 µM cGMP. activation, % at 11.4 µM. 340,000 compounds, 0.079% hits;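 active = activation above a cutoff set at the mean over all compounds plus 3 SD, cut at about 18% in these data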;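 note: higher means more holoenzyme dissociation and a rise in polarization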
The depositor's hits bear a star.

What do the screens show for `COc1ccc(N2CCN(C(CNC(=O)C(C)C)c3ccc4c(c3)OCO4)CC2)cc1` (stereo not drawn)?
Arrestin-AP2 inh: -8; HTR5A ag: -2; HTR5A inv ag: 9; PKA-R1A activ: -14; OPRM1-OPRD1 inv: -28; Pemphigus Ab inh: 98; DAGLB inh: 0; V-ATPase pHluor: 0; MOR-DOR ag: 5.2; PKA-R2B activ: 5

How did CCn1c(=O)c2c(cnn2C)c2ccccc21 do in these assays?
Arrestin-AP2 inh: -10; HTR5A ag: 4; HTR5A inv ag: -13; PKA-R1A activ: -5; OPRM1-OPRD1 inv: 8; Pemphigus Ab inh: 103; DAGLB inh: -1; V-ATPase pHluor: 3; MOR-DOR ag: -1.3; PKA-R2B activ: -13

How did CCOC(=O)c1sc(=S)n(-c2ccccc2Cl)c1SC do in these assays?
Arrestin-AP2 inh: -5; HTR5A ag: -1; HTR5A inv ag: 3; PKA-R1A activ: -15; OPRM1-OPRD1 inv: -7; Pemphigus Ab inh: 99; DAGLB inh: -5; V-ATPase pHluor: 1; MOR-DOR ag: 1.1; PKA-R2B activ: -1

Results for CC(C)NC(=O)Cn1c(SCC(=O)N2CCCc3ccccc32)nc2ccccc21 ?
Arrestin-AP2 inh: -1; PKA-R1A activ: -7; Pemphigus Ab inh: 99; DAGLB inh: 0; V-ATPase pHluor: -3; PKA-R2B activ: -1

Results for COc1ccccc1C(=O)N1CC2(C)CC1CC(C)(C)C2 (stereo not drawn) ?
Arrestin-AP2 inh: -2; HTR5A ag: 0; HTR5A inv ag: 0; PKA-R1A activ: 1; OPRM1-OPRD1 inv: 2; DAGLB inh: 0; V-ATPase pHluor: 1; MOR-DOR ag: -0.5; PKA-R2B activ: -2

Results for O=C(NC(=S)NCCCN1CCOCC1)c1ccc(Br)cc1 ?
Arrestin-AP2 inh: -1; HTR5A ag: -4; HTR5A inv ag: 10; PKA-R1A activ: -3; OPRM1-OPRD1 inv: 12; Pemphigus Ab inh: 101; DAGLB inh: -2; V-ATPase pHluor: -4; MOR-DOR ag: -2.4; PKA-R2B activ: 0

How did CCSc1nnc(NC(=O)CSC2=NN3CCCC(=O)N=C3S2)s1 do in these assays?
Arrestin-AP2 inh: 16; HTR5A ag: -4; HTR5A inv ag: -4; PKA-R1A activ: -4; OPRM1-OPRD1 inv: 6; Pemphigus Ab inh: 103; DAGLB inh: 3; V-ATPase pHluor: 2; MOR-DOR ag: -1.2; PKA-R2B activ: -11

How did Cc1ccc(NC(=O)c2cnccn2)c(OC(F)F)c1 do in these assays?
Arrestin-AP2 inh: 7; HTR5A ag: 3; HTR5A inv ag: -11; PKA-R1A activ: -2; OPRM1-OPRD1 inv: -5; Pemphigus Ab inh: 103; DAGLB inh: -1; V-ATPase pHluor: -4; MOR-DOR ag: 1.0; PKA-R2B activ: 14

What do the screens show for `COc1ccc(CNC(=O)c2csc(Cc3ccc(Cl)cc3)n2)cc1`?
Arrestin-AP2 inh: -1; HTR5A ag: -7; HTR5A inv ag: 15; PKA-R1A activ: -12; OPRM1-OPRD1 inv: 0; Pemphigus Ab inh: 104; DAGLB inh: -1; V-ATPase pHluor: -2; MOR-DOR ag: -0.1; PKA-R2B activ: 7

What do the screens show for `O=S(=O)(c1ccccc1C(F)(F)F)N1CCN(CC(O)COc2ccccc2F)CC1` (stereo not drawn)?
Arrestin-AP2 inh: 0; HTR5A ag: -1; HTR5A inv ag: 5; PKA-R1A activ: -8; OPRM1-OPRD1 inv: -8; Pemphigus Ab inh: 119; DAGLB inh: 1; V-ATPase pHluor: 2; MOR-DOR ag: 1.8; PKA-R2B activ: -7

How did CC(C)(C)c1ccc(OCCCC(=O)NC2=NCCS2)cc1 do in these assays?
Arrestin-AP2 inh: 8; HTR5A ag: 3; HTR5A inv ag: -10; PKA-R1A activ: -9; OPRM1-OPRD1 inv: -13; Pemphigus Ab inh: -19*; DAGLB inh: -1; V-ATPase pHluor: -1; MOR-DOR ag: 2.3; PKA-R2B activ: -6

Results for CSc1ccccc1-c1nnc(-c2ccccc2)o1 ?
Arrestin-AP2 inh: 6; HTR5A ag: 0; HTR5A inv ag: 1; PKA-R1A activ: -1; OPRM1-OPRD1 inv: -1; Pemphigus Ab inh: 98; DAGLB inh: -8; V-ATPase pHluor: -3; MOR-DOR ag: 0.1; PKA-R2B activ: 9

How did COc1ccc(N(CC(=O)Nc2c(C)n(C)n(-c3ccccc3)c2=O)S(=O)(=O)c2ccc(C)cc2)cc1OC do in these assays?
Arrestin-AP2 inh: 24; HTR5A ag: 1; HTR5A inv ag: -7; PKA-R1A activ: -6; OPRM1-OPRD1 inv: 15; Pemphigus Ab inh: 106; DAGLB inh: -2; V-ATPase pHluor: 1; MOR-DOR ag: -2.8; PKA-R2B activ: -10

What do the screens show for `Fc1ccc(-[n+]2nc(Nc3ccccc3)sc2-c2ccc(OCc3ccccc3)cc2)cc1`?
Arrestin-AP2 inh: -22; HTR5A ag: 0; HTR5A inv ag: -13; PKA-R1A activ: -11; OPRM1-OPRD1 inv: 5; Pemphigus Ab inh: 110; DAGLB inh: 1; V-ATPase pHluor: -10; MOR-DOR ag: -0.9; PKA-R2B activ: -9

Results for COc1ccc2ccccc2c1/C=N\n1c(C)cc(C)c(C(N)=O)c1=O ?
Arrestin-AP2 inh: -2; HTR5A ag: -4; HTR5A inv ag: 0; PKA-R1A activ: -5; OPRM1-OPRD1 inv: -1; Pemphigus Ab inh: 106; DAGLB inh: -3; V-ATPase pHluor: -1; MOR-DOR ag: 0.2; PKA-R2B activ: -9

What do the screens show for `Cc1cc(NS(=O)(=O)c2ccc(NC(=O)/C=C/c3ccco3)cc2)nc(C)n1`?
Arrestin-AP2 inh: 33; HTR5A ag: -1; HTR5A inv ag: 2; PKA-R1A activ: -9; OPRM1-OPRD1 inv: 10; Pemphigus Ab inh: 89; DAGLB inh: 0; V-ATPase pHluor: -5; MOR-DOR ag: -2.0; PKA-R2B activ: -13

What do the screens show for `COC(=O)c1scc(C)c1NC(=O)Cc1ccccc1`?
Arrestin-AP2 inh: -5; HTR5A ag: 1; HTR5A inv ag: -6; PKA-R1A activ: -10; OPRM1-OPRD1 inv: -1; Pemphigus Ab inh: 94; DAGLB inh: -2; V-ATPase pHluor: 2; MOR-DOR ag: 0.2; PKA-R2B activ: -14

What do the screens show for `CCc1nc(SCC(=O)Nc2ccc(OC)cc2[N+](=O)[O-])n[nH]1`?
Arrestin-AP2 inh: -4; HTR5A ag: -3; HTR5A inv ag: -14; PKA-R1A activ: 6; OPRM1-OPRD1 inv: 16; Pemphigus Ab inh: 94; DAGLB inh: 1; V-ATPase pHluor: 1; MOR-DOR ag: -3.1; PKA-R2B activ: 1

What do the screens show for `Cc1ccc(CN(C(=O)c2csnn2)C(C(=O)NC2CCCC2)c2ccccn2)cc1` (stereo not drawn)?
Arrestin-AP2 inh: -6; HTR5A ag: 2; HTR5A inv ag: -5; PKA-R1A activ: 5; OPRM1-OPRD1 inv: 5; Pemphigus Ab inh: 101; DAGLB inh: 1; V-ATPase pHluor: 1; MOR-DOR ag: -0.8; PKA-R2B activ: 7

Results for CN(C)C(=O)c1cc(-c2ccccc2)no1 ?
Arrestin-AP2 inh: -1; HTR5A ag: 2; HTR5A inv ag: 3; PKA-R1A activ: 3; OPRM1-OPRD1 inv: 5; Pemphigus Ab inh: 97; DAGLB inh: 0; V-ATPase pHluor: -3; MOR-DOR ag: -0.9; PKA-R2B activ: 0

How did Cc1cc(C(=O)COC(=O)c2ccc[nH]c2=O)c(C)n1-c1ccc(F)cc1 do in these assays?
Arrestin-AP2 inh: 16; HTR5A ag: 5; HTR5A inv ag: -10; PKA-R1A activ: -7; OPRM1-OPRD1 inv: 9; Pemphigus Ab inh: 100; DAGLB inh: -1; V-ATPase pHluor: 5; MOR-DOR ag: -1.9; PKA-R2B activ: -1

Results for CCCCC(=O)NC(=S)NNC(=O)c1ccc(OC)cc1 ?
Arrestin-AP2 inh: 10; HTR5A ag: -2; HTR5A inv ag: 6; PKA-R1A activ: -18; OPRM1-OPRD1 inv: 12; Pemphigus Ab inh: 116; DAGLB inh: 2; V-ATPase pHluor: 6; MOR-DOR ag: -2.6; PKA-R2B activ: 5

Reprinted from above (4 entries):
What do the screens show for `Cc1ccc(CN(C(=O)c2csnn2)C(C(=O)NC2CCCC2)c2ccccn2)cc1` (stereo not drawn)?
Arrestin-AP2 inh: -6; HTR5A ag: 2; HTR5A inv ag: -5; PKA-R1A activ: 5; OPRM1-OPRD1 inv: 5; Pemphigus Ab inh: 101; DAGLB inh: 1; V-ATPase pHluor: 1; MOR-DOR ag: -0.8; PKA-R2B activ: 7

Results for CN(C)C(=O)c1cc(-c2ccccc2)no1 ?
Arrestin-AP2 inh: -1; HTR5A ag: 2; HTR5A inv ag: 3; PKA-R1A activ: 3; OPRM1-OPRD1 inv: 5; Pemphigus Ab inh: 97; DAGLB inh: 0; V-ATPase pHluor: -3; MOR-DOR ag: -0.9; PKA-R2B activ: 0

How did Cc1cc(C(=O)COC(=O)c2ccc[nH]c2=O)c(C)n1-c1ccc(F)cc1 do in these assays?
Arrestin-AP2 inh: 16; HTR5A ag: 5; HTR5A inv ag: -10; PKA-R1A activ: -7; OPRM1-OPRD1 inv: 9; Pemphigus Ab inh: 100; DAGLB inh: -1; V-ATPase pHluor: 5; MOR-DOR ag: -1.9; PKA-R2B activ: -1

Results for CCCCC(=O)NC(=S)NNC(=O)c1ccc(OC)cc1 ?
Arrestin-AP2 inh: 10; HTR5A ag: -2; HTR5A inv ag: 6; PKA-R1A activ: -18; OPRM1-OPRD1 inv: 12; Pemphigus Ab inh: 116; DAGLB inh: 2; V-ATPase pHluor: 6; MOR-DOR ag: -2.6; PKA-R2B activ: 5

No enrichment for hits, and some 2.4% of all compounds hit somewhere here.
